# ERAP1 inh = human ERAP1 aminopeptidase inhibitors, primary screen, biochemical, single point, plate reader; recombinant ERAP1, Leu-AMC fluorescence, 60 min; inhibition, % at 10.7 µM; 340,000 tested, 0.15% active; AID 652197, 2013; Endoplasmic reticulum aminopeptidase 1 (Homo sapiens), Q9NZ08;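 active = mean replicate inhibition of at least 30%, or all replicates individually reaching that 30% level; inactive = mean below 30% and not every replicate reaching it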;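 note: 0% = neutral control wells and 100% = L-leucinethiol positive control wells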
# Target sequence (Q9NZ08 whole entry, looked up): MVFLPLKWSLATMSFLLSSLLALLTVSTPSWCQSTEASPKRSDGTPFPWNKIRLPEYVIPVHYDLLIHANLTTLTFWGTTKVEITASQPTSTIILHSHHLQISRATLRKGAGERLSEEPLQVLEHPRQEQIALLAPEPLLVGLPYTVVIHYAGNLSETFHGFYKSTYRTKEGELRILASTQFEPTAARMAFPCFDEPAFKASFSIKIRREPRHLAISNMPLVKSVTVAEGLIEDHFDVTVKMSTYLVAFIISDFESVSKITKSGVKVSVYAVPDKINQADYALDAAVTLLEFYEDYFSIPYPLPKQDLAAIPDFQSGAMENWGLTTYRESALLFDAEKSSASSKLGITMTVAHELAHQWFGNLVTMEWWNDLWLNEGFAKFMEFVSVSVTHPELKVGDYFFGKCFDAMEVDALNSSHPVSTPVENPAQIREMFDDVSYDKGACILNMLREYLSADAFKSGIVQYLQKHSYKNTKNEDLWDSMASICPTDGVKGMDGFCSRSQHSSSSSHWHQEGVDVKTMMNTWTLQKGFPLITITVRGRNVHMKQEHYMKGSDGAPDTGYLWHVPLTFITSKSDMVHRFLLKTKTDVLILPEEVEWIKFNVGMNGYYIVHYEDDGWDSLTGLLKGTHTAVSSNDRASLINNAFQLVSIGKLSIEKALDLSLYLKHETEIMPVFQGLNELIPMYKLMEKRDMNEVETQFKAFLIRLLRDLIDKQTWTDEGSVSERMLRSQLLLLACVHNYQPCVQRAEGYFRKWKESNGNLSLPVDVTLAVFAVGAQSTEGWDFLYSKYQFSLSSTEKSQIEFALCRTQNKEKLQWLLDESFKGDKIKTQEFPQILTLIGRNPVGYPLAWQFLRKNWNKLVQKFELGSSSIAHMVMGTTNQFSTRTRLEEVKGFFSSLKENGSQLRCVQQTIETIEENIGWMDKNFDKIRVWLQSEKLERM
# C2C12 statin = suppressors of statin myotoxicity in C2C12 myotubes, primary screen, cell-based, single point, plate reader | C2C12 myotubes + simvastatin, ATP luminescence, 48 h; scaled: DMSO 0, geranylgeraniol control 100 | rescue of ATP level, % at 7.49 µM | 330,000 tested, 0.78% active;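 active = mean ATP rescue above about 67%, or every replicate alone reaching that limit, limit read from the data, passing the limit was not always enough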;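 note: myotubes were challenged with 10 µM simvastatin during compound exposure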
# LGR2 inh = inhibitors of bursicon-induced LGR2 CRE-luciferase signal, primary screen, cell-based, HEK293, CRE-luciferase reporter, bursicon stimulation; Drosophila bursicon receptor LGR2 (rickets); 380,000 tested, 0.35% active; AID 720647, 2013; inhibition, % at 9.99 µM; bursicon-stimulated, 4 h;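 active = drop in luminescence signal, shown as inhibition above about 50% in the replicate tests, limit read from the data, passing the limit was not always enough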;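 note: agonist challenge used bursicon conditioned medium at about half maximal strength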
# PGC1a acetyl inh = inhibitors of PGC1a acetylation signal, primary screen, cell-based, U2OS, AlphaScreen, inhibitor mode | 350,000 tested, 0.17% active | AID 651687, 2012 | AlphaScreen anti-acetyl-lysine; with virally co-expressed GCN5 acetyltransferase | inhibition, % at 15.6 µM;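 active = every replicate shows inhibition of at least 40%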;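 note: 0% = neutral control wells and 100% = positive control wells; some results beyond the cut were filed as inactive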
# SIRT5 inh = SIRT5 desuccinylase inhibitors, primary screen, biochemical, fluorescence imaging, single point, set 5; inhibition, % at 15 µM; NAD-dependent protein deacylase sirtuin-5, mitochondrial (Homo sapiens), Q9NXA8; 330,000 tested, 1.1% active; AID 652115, 2013; Purified SirT5, succinyl-peptide AMC, trypsin-coupled fluorescence; in the data active = inhibition above about 15%
# Xi reactivation = activators of inactive X chromosome reactivation, primary screen, imaging, XiGFP fibroblasts, GFP high-content imaging, set 2 | activation, % at 7.58 µM | AID 743238, 2013 | 360,000 tested, 0.055% active | XiGFP mouse fibroblasts, % GFP-positive cells imaging, 3 d; cells co-treated with 5-aza-dC sensitizer; scaled so ellipticine positive control = 100%;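 active = mean normalized replicate activation at least 10% and every replicate at or above 10%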;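 note: 0% = median of on-plate neutral control wells and 100% = ellipticine 6 µM median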
#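 Material: XiGFP fibroblasts, SV40-immortalized; Buffer or medium: DMEM containing 5-aza-dC; Compound dosing: single point; Times: 3 days compound exposure.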
# S100A4 MyoIIA = inhibitors of S100A4-myosin IIA peptide binding, primary screen, biochemical, fluorescence polarization, TAMRA-MyoIIA peptide; Protein S100-A4 (Homo sapiens), P26447; inhibition, % at 10.7 µM; 360,000 tested, 0.14% active; AID 652163, 2013;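 active = mean inhibition of at least 70% across replicates, with every replicate also reaching that level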
# Target sequence (P26447 whole entry, looked up): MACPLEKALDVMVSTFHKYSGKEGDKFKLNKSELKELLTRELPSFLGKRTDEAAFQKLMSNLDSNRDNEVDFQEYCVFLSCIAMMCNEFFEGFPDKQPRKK
#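 Test system: S100A4 monomer protein; Medium: HEPES pH 7.2 with CaCl2, KCl, NaCl, DTT, Triton; Probe or stimulus: TAMRA-labelled myosin IIA heavy-chain peptide probe, 5 nM; Doses: one dose per compound; Times: polarization read 5 min after assay mix addition, stable 5–60 min; Benchmarks: neutral control DMSO, positive control TFP.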
# Cneo AK release = Cryptococcus neoformans cell lysis inducers, primary screen, AK release luminescence, single concentration. C. neoformans lysis, adenylate kinase release luminescence, 4 h; normalised: neutral wells 0, clomiphene wells 100. lysis activity, % at 15 µM. 360,000 tested, 0.2% active. AID 651654, 2012;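 active = mean lysis activity across replicates of at least 80%, whatever share of replicates individually reach that level; inactive = mean lysis activity below 80%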
#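 Material – log-phase Cryptococcus neoformans yeast cells · Input – 5 × 10^6 yeast cells/mL · Medium – fresh YPD growth medium · Doses – single compound concentration per well · Timing – static 4 h at 37 °C with compound, 1 h detection · Detection – adenylate kinase release luminescence · Read-out – signal increase indicating cell lysis · Control set – Clomiphene as positive lysis control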
# Active calls of the source: *; · = no result given; & = joins results of further samples. Some of the compounds tested (hit frequency here may not be typical).
Compound	ERAP1 inh	C2C12 statin	LGR2 inh	PGC1a acetyl inh	SIRT5 inh	Xi reactivation	S100A4 MyoIIA	Cneo AK release
COc1cc2c(c(Br)c1N)-c1cc(Br)c(N)cc1C2=O	-3	-8	·	-3	-20	0.0	-15	0
CC(C)(C)S(=O)(=O)c1ccsc1C(=O)O	-1	·	2	·	4	-0.1	1	·
Cc1ccc(OCc2ccc(C(=O)NCC3CCCO3)cc2)cc1C (configuration not stated)	-2	-7	-33	-3	-2	0.0	3	-2
O=C(Cc1ccccn1)N1CC(=O)N2[C@H](CO)[C@@H](c3ccc(C#CC4CCCCC4)cc3)[C@H]2C1	0	·	24	-8	-5	0.3	6	·
CCCCCn1c(=N)n(CC(O)COc2ccccc2OC)c2ccccc21 (configuration not stated)	-9&0	-97&-2	28&16	-50&-11	-4&-1	0.0&0.4	6&-10	0&2
O=C(O)c1ccc(N2C(=O)CC(N3CCN(c4cccc(Cl)c4)CC3)C2=O)cc1 (configuration not stated)	1	-19	2	-5	7	0.0	2	1
O=C(c1cccs1)N1CCN(c2ncc(Br)cn2)CC1	-5	·	-8	·	-6	-0.2	0	·
CN(C)c1ccc(C=c2c3ccccc3n3c2cc(-c2ccc(Cl)cc2)[n+]3C)cc1	-4	·	29	·	-1	0.5	9	·
NC(=S)N/N=C/c1coc2c(ccc3ccccc32)c1=O	·	0	-54	-10	·	0.0	·	1
Cc1ccc(-c2ccnc3c(Cl)c(C)nn23)cc1	7	-39	1	·	-3	0.0	-4	-3
O=C(O)c1c2c(nc3ccccc13)/C(=C/c1cccc([N+](=O)[O-])c1)CCC2	-3	6	14	6	97*	·	1	1
O=C1c2ccccc2C(=O)N1C1(C(=O)NC2(C(=O)O)CCCC2)CCCC1	-23	-3	-17	1	-3	0.1	4	0
C[C@H](CO)N1C[C@H](C)[C@@H](CN(C)CC2CCCCC2)Oc2ccc(NC(=O)Nc3ccc(F)cc3)cc2C1=O	-2	8	0	·	6	0.4	6	-1
COC(=O)C(C)Oc1ccc2c(c1)O/C(=C\c1ccco1)C2=O (configuration not stated)	2	-7	-16	-4	2	-0.1	-2	6
C[C@@H]1CCCCO[C@@H](CN(C)C(=O)Nc2ccc(F)cc2)[C@@H](C)CN([C@@H](C)CO)C(=O)c2cc(NC(=O)C3CCCCC3)ccc2O1	1	·	16	0	-1	-0.1	-4	-2
O=C(COc1cc2oc(=O)c3c(c2cc1Cl)CCC3)Nc1ccccn1	-1	-1	9	-7	-3	0.1	2	0
CCCCNC(=O)C(=O)NCC1CCCN1S(=O)(=O)c1cccs1 (configuration not stated)	0	7	7	0	-1	0.0	1	0
CC(=O)OCC(OC(C)=O)C(OC(C)=O)C(OC(C)=O)C(=O)Nc1cccc(C)c1 (configuration not stated)	0	3	·	3	-3	0.1	1	0
COc1ccc(/C=N/NC(=O)Cn2nnc3ccccc32)cc1OC	1	·	-22	·	-1	0.0	-1	·
Cc1[nH]c2ccccc2c1C(c1ccncc1)N1CCN(c2ccccc2F)CC1 (configuration not stated)	7	·	-1	·	2	0.1	-6	·
C/C=C/C=N/Nc1nc(-c2ccc([N+](=O)[O-])cc2)cs1	-1	·	·	·	1	0.0	-2	·
Cn1c(=O)[nH]c(=O)c2c1nc(N1CCNCC1)n2Cc1ccccc1Cl	4	5	8	1	-2	0.2	1	55
NCCOc1ccc(C23CC4CC(CC(C4)C2)C3)cc1	·	-11	·	·	-2	0.0	27	-6
CN(C)C(=O)c1cccc(-c2ccc([C@H]3[C@@H](CO)N(C(=O)C4CC4)[C@H]3C#N)cc2)c1	0	16	0	-3	1	0.1	-41	-6
c1ccc(Oc2cc(-n3cncn3)ncn2)cc1	3	·	-60	·	-1	0.0	1	-2
Cc1ccc(C(=O)NN2C(=O)c3ccc(S(=O)(=O)c4ccc(C(=O)O)cc4)cc3C2=O)cc1	0	0	-12	2	1	0.0	-3	1
CCOC(=O)c1sc2nc(C)nc(Nc3ccc(OC)cc3)c2c1C	0	·	-4	·	2	0.1	-1	·
CC(C)CC(OC(=O)c1nsc(Cl)c1Cl)C(=O)NCC1CCCO1 (configuration not stated)	2	-2	7	2	0	0.0	-10	-2
CC(=O)N1CCN(c2cc(N3CCc4ccccc4C3)c(F)cc2[N+](=O)[O-])CC1	0	51	-26	-20	3	·	-2	-1
O=C(CN1CCN(Cc2ccccc2)CC1)Nc1ccc2c(c1)CCC2	5	·	4	3	-5	0.1	-4	·
O=C(CS(=O)c1ccc(Br)cc1)N1CCOCC1 (configuration not stated)	-2	-8	8	1	-16	0.3	-31	1
COc1ccc(C(=O)NC2CC2)cc1OC1CCN(Cc2ccccc2F)CC1	0	·	2	4	-2	-0.1	-2	-2
O=C(CCCCCn1c(=S)[nH]c2cc3c(cc2c1=O)OCO3)NCCc1ccccc1	-2	10	-12	-6	-3	0.1	0	2
C[C@@H]1CCCCO[C@H](CN(C)C(=O)CCCN(C)C)[C@H](C)CN([C@H](C)CO)C(=O)c2cc(NS(C)(=O)=O)ccc2O1	·	-20	-4	-1	·	-0.9	·	·
CSc1ccccc1C(=O)Nc1cc(C)ccc1C	-2	·	-6	·	-3	0.3	5	·
COc1ccc(OC)c(Cc2nnc(CCC(=O)NC3C4CC5CC(C4)CC3C5)o2)c1 (configuration not stated)	-4	·	-3	·	-1	-0.1	2	·
CCOC(=O)CN1C2=NCCCN2c2ccccc21	-2	6	-1	-19	0	0.1	0	·
COc1ccc(S(=O)(=O)Nc2cccc3c2O[C@H](CN(C)Cc2ccc(-c4ccccc4)cc2)[C@H](C)CN([C@@H](C)CO)C3=O)cc1	0	3	9	-3	1	0.3	-4	0
CC(CCc1ccccc1)NS(=O)(=O)c1ccccc1Cl (configuration not stated)	0	14	3	·	4	0.9	-5	-3
CC(NC(=O)Nc1cccc([N+](=O)[O-])c1)c1ccc2c(c1)OCO2 (configuration not stated)	-4	8	9	-10	2	0.0	0	-6
C[C@@H]1CN([C@H](C)CO)C(=O)c2cccc(NS(C)(=O)=O)c2O[C@@H]1CN(C)Cc1ccncc1	-3	-3	-2	13	-5	-0.1	24	0
CCOC(=O)[C@@H](NC(=O)CC[C@H]1O[C@@H](n2cc(C)c(=O)[nH]c2=O)C[C@@H]1O)C(C)C	3	-1	1	·	-9	0.0	0	-2
O=C(N[C@H]1CC[C@@H](CCNS(=O)(=O)c2cccc(Cl)c2)O[C@H]1CO)c1ccccc1	2	6	27	-3	1	0.1	-4	-2
C/C=C/c1ccc([C@H]2[C@@H](CO)N(Cc3cncnc3)C23CN(C(=O)COC)C3)cc1	1	·	-9	-2	0	0.0	6	·
Cc1ccc(C2CC(c3ccccc3C)n3nc(N)nc3N2)cc1 (configuration not stated)	·	9	-5	30	·	0.2	17	-1
Cc1ncc(CN2CCC(C(=O)Nc3ccc(Oc4cccnc4)cc3)CC2)cn1	-3	6	-3	·	-2	-0.1	-3	1
O=C(CNC(=O)C1CCCCC1)NCc1ccco1	-1	-5	24	·	-3	0.3	-3	1
Cc1ccc(Cc2c(-c3ccccc3)nc3ccc(Br)cn23)cc1	1	28	-58	-7	-14	-0.1	0	2
CCN(CCn1cccn1)C(=O)CCc1nnc(Cc2c[nH]c3ccccc23)o1	1	·	-3	·	-4	0.0	-1	·
Cc1cc(C)nc(SC(C)C(=O)N/N=C/c2cccs2)n1 (configuration not stated)	·	3	32	-5	·	·	·	0
NC(=S)c1csc(CCNC(=O)c2ccccc2)n1	-1	1	-19	-5	4	0.0	1	3
COC(=O)[C@]12CCCCC=C1N(Cc1ccco1)C(=O)[C@H](CC(=O)N1CCSCC1)C2	-2	·	3	·	-4	0.9	-1	·
Cc1cccc(CN2CCC(C(=O)Nc3cccc(-c4cccc(F)c4)c3)CC2)n1	-3	-38	15	-3	-4	-0.1	-16	16
CCOC(=O)c1ccc(COc2ccc(C(C)C)cc2)o1	7	·	-132	·	-3	0.0	-26	·
CCOc1ccc(NS(=O)(=O)c2csc(C(N)=O)c2)cc1	4	1	0	1	-3	0.3	-4	0
CCN=C1S/C(=C\c2cn(CC(=O)NCCOC)c3ccccc23)C(=O)N1CC	2	-20	-13	4	-1	0.3	-3	0
CCOP(=O)(OCC)C(NC(=O)NS(=O)(=O)c1ccc(C)cc1)c1ccccc1 (configuration not stated)	6	15	1	·	·	0.1	-9	-1
COc1ccccc1/C=N/NC(=O)COCC(=O)N/N=C/c1ccccc1OC	-2	-2	14	-9	19*	0.0	-7	-1
C[C@@H]1CN([C@H](C)CO)C(=O)c2cc(NC(=O)CCCN(C)C)ccc2O[C@@H](C)CCCCO[C@H]1CN(C)C(=O)Nc1cccc2ccccc12	-1	·	2	-9	-8	0.2	-23	-1
O=C(Nc1cccc(C(F)(F)F)c1)C1Cc2c(-c3ccco3)ccnc2O1 (configuration not stated)	2	7	·	-1	-1	0.0	-2	5

# A few values from the list:
# For SIRT5 inh, CCN(CCn1cccn1)C(=O)CCc1nnc(Cc2c[nH]c3ccccc23)o1 is entered as -4
# For C2C12 statin, Cc1ncc(CN2CCC(C(=O)Nc3ccc(Oc4cccnc4)cc3)CC2)cn1 is entered as 6

# The listing continues.
Compound	ERAP1 inh	C2C12 statin	LGR2 inh	PGC1a acetyl inh	SIRT5 inh	Xi reactivation	S100A4 MyoIIA	Cneo AK release
CC(C)(C)NC(=O)CC1C(=O)NCCN1Cc1c(F)cccc1Cl (configuration not stated)	1	·	-3	·	-2	0.1	-5	·
O=C(COC(=O)CCC1CCCC1)Nc1ccccc1OC(F)F	9	·	5	·	4	0.0	0	·
O=C(c1ccc(F)cc1)N1CCCCN2[C@H](C1)[C@H](c1ccc(/C=C/c3ccccc3)cc1)[C@@H]2CO	1	-5	24	4	5	0.0	2	0
CC(=O)/C(=N\Nc1ccc(Cl)cc1)Sc1nnc(-c2ccccc2)n1-c1ccccc1	-1	·	14	·	-4	0.4	-6	·
CCOC(=O)C(C(=O)OCC)C1OC(=O)c2cc3c(cc21)C(=O)OC3C(C(=O)OCC)C(=O)OCC (configuration not stated)	-2	11	5	-1	-7	0.0	-3	·
NC(=O)C1CCN(C(=O)Nc2csc3ccccc23)CC1	1	-1	4	25	-4	0.2	4	2
Cn1c(-c2ccccc2)cccc1=O	·	0	-30	9	·	·	·	1
N/C(Cn1cncn1)=N\OC(=O)c1ccc(Cl)cc1	11	·	5	·	10	0.0	-3	·
COCCNC(=O)CCCC(=O)NCCOC	·	-4	4	2	·	0.1	·	1

# Screening results (PubChem BioAssay)
